Screens from PubChem BioAssay.
Eya2 phos inh: qHTS Assay for Inhibitors of the Phosphatase Activity of Eya2 | Protein phosphatase EYA2 (Homo sapiens), O00167 | recombinant Eya2, OMFP fluorescence dephosphorylation (OMFP is methylfluorescein phosphate) | Potency, µM (top dose mostly 76.9 µM), inactives show top-dose activity, negative = inhibition, actives largely listed as inhibitors | hit rate 0.006% among 330,000; note: potency is the fitted concentration of half-maximal effect; % is set by controls: 0 for no effect and ±100 for the full control effect
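Eya2 (0.2 uM) preincubated 10 min at ambient with compound, then OMFP substrate added at 50 uM; 10 min reaction in 50 mM HEPES pH 7.5, 50 mM NaCl, 5 uM MgCl2, 0.05% BSA, 1 mM DTT. Fluorescence read at Ex 485/Em 525 nm.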
ELG1 genotoxic: qHTS screen for small molecules that induce genotoxicity in human embryonic kidney (HEK293T) cells expressing luciferase-tagged ELG1; hit rate 1.3% among 330,000; HEK293T ELG1-luciferase reporter, luminescence, 16 h; Potency, µM (doses to about 46 µM), for the others: top-dose activity change, positive = activation, most hits filed as activators; AID 504466, 2011; note: potency is the fitted concentration of half-maximal effect; % of control where 0% means no effect; nearly all actives have a fitted effect of over 60% in size
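Luminescence read-out: rising ELG1-luciferase signal, reflecting elevated ELG1 protein under genetic stress, flags genotoxic compounds. Cells were treated for 16 hr at 37 °C before ONE-Glo detection.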
PTAP TSG101 blk: qHTS Assay for Iinhibitors of HIV-1 Budding by Blocking the Interaction of PTAP/TSG101 | Fluorescence polarization, FITC-PTAP peptide / Tsg101 binding | AID 493005, 2010 | 340,000 tested, under 10 active | Tumor susceptibility gene 101 protein (Homo sapiens), Q99816 | Potency, µM (doses to about 115 µM), without a hit: top-dose activity change, negative = inhibition, actives largely listed as inhibitors; active = well fitted inhibition curve with a large enough effect in the main read-out, with a control signal flat, not every such curve was filed as active; inconclusive = small, poorly fitted or top-dose-only effect, or effect the other way, or a change in a side signal; inactive = no such curve, though single readings can be large or run the other way; note: potency is the fitted concentration of half-maximal effect; % of control where 0% means no effect
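Steps: Tsg101 binding domain dispensed (10 uM final), compounds pinned in DMSO, FITC-labeled PTAP-motif peptide added (50 nM final); after 20 min binding at room temperature, polarization measured.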
TRPV1 ag: HTS Assay for Compounds that Act as Agonists of the Vanilloid Receptor 1; Transient receptor potential cation channel subfamily V member 1 (Homo sapiens), Q8NER1; activation, % at 8.33 µM; AID 540275, 2011; TRPV1-expressing cells, Fluo-8 calcium influx, agonist mode; hit rate 0.19% among 320,000; in the data active = activation above about 80%; inconclusive = between about 30% and that limit; note: 0% is about no effect
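TRPV1-expressing cells were cultured overnight at 35.5C and loaded with Fluo-8 calcium dye for 40 to 90 min at room temperature. After a 10 s baseline, compound was added and calcium influx was read kinetically for 3 min (ex 480/em 520 nm).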
p53 reactivation: qHTS assay for re-activators of p53 using a Luc reporter; AID 504706, 2011; Potency, µM (top dose mostly 92.2 µM), for the others: top-dose activity change, positive = activation, usual class: activators; H1299 p53-A138V BP100-luciferase reporter, luminescence, 24 h; hit rate 0.063% among 320,000; note: potency is the fitted concentration of half-maximal effect; % of control where 0% means no effect; nearly all actives have a fitted effect of over 45% in size
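p53-null H1299 cells stably carrying temperature-sensitive p53-A138V and a BP100-luciferase reporter were pinned with compounds (4-point, 1:5 series) and held 24 hrs at 37 deg C. Luminescence was read 10 min after detection reagent.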
USP2a inh: qHTS Assay for Inhibitors of Ubiquitin-specific Protease USP2a Using CHOP2 as the Reporter; Ubiquitin carboxyl-terminal hydrolase 2 (Homo sapiens), O75604; USP2 core, Ub-CHOP2 coupled fluorogenic reporter, 485/531; Potency, µM (titrated, usually from 38.3 µM), for the others: at the top dose activity change, negative = inhibition, hits mostly inhibitors; hit rate 0.01% among 330,000;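 note: potency is the fitted concentration of half-maximal effect; plate controls were DMSO wells for no effect and full inhibition by NEM control for full effect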
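Cell-free coupled assay: 10nM USP2 core preincubated 30min RT with compound in Tris-HCl pH 8.0/CaCl2/CHAPS buffer, then 25nM Ub-CHOP2 and 25nM reporter substrate; fluorescence (Ex 485/Em 531) read after 60min RT, normalized to NEM inhibition, concentration-response curves fitted.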
Integrin act MD: qHTS for Activators of Integrin-Mediated Alleviation for Muscular Dystrophy; alpha7betagal myoblasts, beta-gal FDG fluorescence, 48 h; Potency, µM (doses to about 38.3 µM), inactives show top-dose activation, hits mostly activators; hit rate 0.064% among 350,000;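 note: potency is the fitted concentration of half-maximal effect; 100% = response of the positive control SU9516; nearly all actives have a fitted effect of over 60% in size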
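Alpha7betagal+/- myoblasts (passage 13) were plated 16-24 hr, then exposed to compounds (1:260 dilution of DMSO stock) for 48 hours at 37C. After MPER lysis, β-galactosidase reporter activity was read as FDG fluorescence (ex 480/em 540) after 30 minutes.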
B2AR arrestin: qHTS assay of beta-arrestin-biased ligands of beta2-adrenergic receptor | hit rate 0.02% among 330,000 | AID 492947, 2010 | Beta-2 adrenergic receptor (Homo sapiens), P07550 | beta-arrestin recruitment to beta2AR, cell-based reporter | Potency, µM (series often up to 46.1 µM), without a hit: at the top dose activation, usual class: activators;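 note: potency is the fitted concentration of half-maximal effect; 0% = DMSO controls and full agonism = EC100 isoproterenol or metaproterenol; nearly all actives have a fitted effect of over 65% in size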
Target sequence (P07550 whole entry, looked up): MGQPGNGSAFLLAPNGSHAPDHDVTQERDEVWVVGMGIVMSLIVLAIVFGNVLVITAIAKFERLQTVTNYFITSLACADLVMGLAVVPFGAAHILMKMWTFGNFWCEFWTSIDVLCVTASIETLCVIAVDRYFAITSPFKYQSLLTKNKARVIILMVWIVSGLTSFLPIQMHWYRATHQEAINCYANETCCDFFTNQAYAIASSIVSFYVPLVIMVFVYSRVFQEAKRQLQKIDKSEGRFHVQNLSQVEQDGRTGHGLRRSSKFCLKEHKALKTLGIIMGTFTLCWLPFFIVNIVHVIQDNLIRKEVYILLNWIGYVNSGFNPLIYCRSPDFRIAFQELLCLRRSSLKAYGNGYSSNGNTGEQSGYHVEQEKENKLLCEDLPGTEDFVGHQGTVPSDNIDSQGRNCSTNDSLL
uPA surface inh: qHTS for Inhibitors of Cell Surface uPA Generation; cell surface uPA generation assay, qHTS; Potency, µM (series often up to 38.3 µM), inactives show at the top dose activity change, negative = inhibition, usual class: inhibitors; hit rate 0.31% among 330,000; AID 540303, 2011; active = well fitted inhibition curve with a large enough effect; inconclusive = small, poorly fitted or top-dose-only effect; inactive = no such curve, though single readings can be large or run the other way; tested in mouse RAW 264.7 cells; note: potency is the fitted concentration of half-maximal effect; % is set by controls: 0 for no effect and ±100 for the full control effect; nearly all actives have a fitted effect of over 55% in size
BRCA1 expr act: qHTS Assay to Identify Small Molecule Activators of BRCA1 Expression | AID 624202, 2012 | hit rate 1.1% among 380,000 | Potency, µM (highest dose often 46.1 µM), for inactives: at the highest dose activation, usual class: activators | MCF7-BRCA1-FFLuc reporter, luminescence, 48 h; response scale: scaled: vehicle 0%, 10 µM genistein 100%; note: potency is the fitted concentration of half-maximal effect; nearly all actives have a fitted effect of over 80% in size; some results filed as inactive show a strong effect at the top dose
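Reporter cells (MCF7, BRCA1 promoter-firefly luciferase) received library compounds across a concentration series for 48 h. End-point luminescence was measured and concentration-effect curves derived after normalization.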
ASM inhibitor: Inhibitors of Secretory Acid Sphingomyelinase (S-ASM): qHTS; Potency, µM (titrated, usually from 57.5 µM), for the others: at the highest dose activity change, negative = inhibition, usual class: inhibitors; placental ASM, HMU-PC fluorogenic substrate, 60 min; hit rate 0.006% among 340,000; AID 504937, 2011; note: potency is the fitted concentration of half-maximal effect
Target sequence (P17405 47-631 limits assumed): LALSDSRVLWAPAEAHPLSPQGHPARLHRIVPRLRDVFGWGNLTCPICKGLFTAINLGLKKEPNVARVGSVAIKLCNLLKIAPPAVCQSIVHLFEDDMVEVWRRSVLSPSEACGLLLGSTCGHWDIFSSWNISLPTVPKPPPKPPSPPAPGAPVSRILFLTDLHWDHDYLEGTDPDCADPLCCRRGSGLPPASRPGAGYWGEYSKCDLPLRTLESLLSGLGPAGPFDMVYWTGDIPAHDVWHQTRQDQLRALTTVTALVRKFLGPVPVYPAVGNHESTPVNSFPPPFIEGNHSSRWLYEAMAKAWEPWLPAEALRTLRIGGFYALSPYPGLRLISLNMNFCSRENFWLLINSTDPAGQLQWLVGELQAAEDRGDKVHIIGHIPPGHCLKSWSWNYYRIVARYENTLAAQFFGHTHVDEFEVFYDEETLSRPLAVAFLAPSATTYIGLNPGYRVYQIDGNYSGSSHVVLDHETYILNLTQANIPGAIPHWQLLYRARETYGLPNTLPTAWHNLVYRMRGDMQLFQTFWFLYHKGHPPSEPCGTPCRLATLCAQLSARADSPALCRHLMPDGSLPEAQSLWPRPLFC
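qHTS format. ASM enzyme prepared from human placenta hydrolyses the fluorogenic substrate HMU-PC0 (9 uM final) over 60 min at 37 °C after a 10 min compound preincubation.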
The depositor's hits bear a star; u = inconclusive; x = no result given; [ ] = dose if it differs, or a comment. Unless noted, calls come from the whole dose curve; as a rule, active = well fitted curve in the direction sought with a large enough effect; inconclusive = small, poorly fitted or top-dose-only effect, or another doubt; inactive = no such curve, though single readings can be large; an effect the other way counts as inactive or inconclusive.

mol | Eya2 phos inh | ELG1 genotoxic | PTAP TSG101 blk | TRPV1 ag | p53 reactivation | USP2a inh | Integrin act MD | B2AR arrestin | uPA surface inh | BRCA1 expr act | ASM inhibitor
COc1cc2cc(C#N)c(SCC(=O)N3CCOCC3)nc2cc1OC | -20% | 9% | -8% | -2 | 25% | 0% | -6% | -0.2% | -2% | -6% | 33%
Cc1csc(SC(C)c2nc3scc(-c4ccccc4)c3c(=O)[nH]2)n1 (stereo not given) | 13% | -6% | -5% | 16 | -1% | 2% | -15% | -0.2% | 11% | -13% | -1%
O=C(NCCNc1ccc([N+](=O)[O-])cc1)c1ccccc1F | 11% | 0% | -4% | -1 | -8% | 1% | -28% | 0.0% | -50% | 0% | -5%
COc1ccc(NS(=O)(=O)c2cccc(C(=O)N3CCCC(C)C3)c2)cc1 (stereo not given) | 7% | -4% | 1% | 11 | -5% | 1% | -21% | 0.6% | 3% | -35% | -1%
Clc1ccc(-c2csc(N3CCOCC3)n2)cc1 | 7% | u | 0% | 11 | 19% | 1% | 1% | -0.2% | -2% | 7.1µM* | -1%
CC1SC(c2ccc(Cl)cc2Cl)NC1=O (stereo not given) | -17% | 0% | -3% | 1 | -16% | 4% | 0% | -0.2% | 1% | 39% | 4%
CC(=O)c1cc(C#N)c(SCC(=O)O)nc1C | -5% | -3% | 0% | 1 | 2% | 3% | -4% | 0.1% | -3% | -4% | 4%
C=CCn1nnnc1SCC(=O)Nc1ccccc1C(=O)OC | 8% | 0% | -5% | 3 | 1% | 0% | -15% | -0.8% | x | -1% | -1%
COc1ccc(N(CC(=O)Nc2ccc3c(c2)OCO3)S(=O)(=O)c2ccccc2)cc1OC | 11% | -1% | -2% | 6 | -3% | -2% | -1% | -0.4% | -3% | 0% | 0%
CC1=NNC(=O)C1CC(=O)N/N=C(/C)c1cccc([N+](=O)[O-])c1 (stereo not given) | 7% | 7% | -2% | -4 | -1% | -1% | u | 0.4% | 1% | 6% | 1%
O=c1c2cc3c(=O)n(-c4ccccc4O)c(=O)c3cc2c(=O)n1-c1ccccc1O | 12% | -2% | -1% | -3 | 1% | 1% | -14% | 0.0% | -15% | -26% | 0%
Cc1c(C(=O)N(Cc2ccccc2Cl)C2CCS(=O)(=O)C2)oc2ccccc12 (stereo not given) | -1% | 0% | -1% | 5 | 3% | -1% | -1% | 0.4% | 53%[activator] | -33% | -11%
O=C(CSc1nnc2ccc(-c3ccccn3)nn12)Nc1ccc(F)cc1F | 29% | -2% | -3% | 2 | 7% | 5% | 2% | -0.2% | 1% | -3% | 3%
NS(=O)(=O)c1ccc(CCNC(=O)CNC(=O)c2ccc(Br)o2)cc1 | 9% | -3% | -11% | 2 | -1% | 4% | 8% | -0.6% | 15% | -14% | 2%
COc1cc(Cl)ccc1OCc1cc(C(=O)N(C)CCc2cnn(C)c2)no1 | -3% | 7%[9.26 µM] | -4% | u | u | 1% | 1% | -0.5% | 0% | 7.1µM* | -1%
COc1ccc(Nc2nc(C)c3ccccc3n2)cc1 | 3% | u | -6% | 3 | u | 1% | 3% | 0.2% | -5% | 72% | -1%
Cc1cc(C)cc(NC(=O)N2CCC(NC(=O)c3ccco3)CC2)c1 | 14% | 1% | -11% | 12 | -1% | 1% | u | 0.0% | -1% | 5% | 6%
Cc1cc2c(N=NC(=O)CCc3ccccc3)c(O)[nH]c2cc1Br | -13% | 9% | 0% | 0 | 0% | 2% | 15% | 3.0% | -4% | -46% | -12%
O=C(Cc1ccc([N+](=O)[O-])cc1)N/N=C/c1cccnc1 | x | x | 1% | x | x | x | -22% | x | 13% | -19% | 7%
CSc1nc(C)c(C(=O)C[n+]2ccccc2)cc1C#N | -17% | 1% | 1% | -2 | -2% | -1% | u | 0.2% | 5% | -1% | -1%
CC(C)C(=O)NNC(=O)c1csc(-c2cccs2)n1 | 1% | -3% | -2% | -6 | -1% | -4% | 8% | -0.4% | 4% | -12% | 4%
C/C(=N\Nc1ccc(F)cc1)c1ccncc1 | -10% | 7% | -1% | 3 | 8% | 1% | 1% | 0.0% | 5% | -1% | -2%
Cc1cc(Cn2ccnc2)c(C)c([N+](=O)[O-])c1Cn1ccnc1 | u | -1% | -7% | 1 | 3% | 0% | -7% | -0.4% | 5% | -20% | -2%
CCCN(CCC)CCCNC(=S)Nc1ccc2nc(N3CCCC3)cc(C)c2c1 | -13% | -6% | -1% | 10 | -1% | 4% | -67%[inhibitor] | 0.7% | u | -54% | 363%[activator]
CC(c1ccccc1)N1C(=O)OC(C)(C)C1(C)O (stereo not given) | -6% | 3% | -5% | 5 | -2% | -1% | 7% | 0.0% | -1% | 1% | -1%
CCn1cc(NC(=O)Nc2ccc(OC)c(OC)c2)c(C(N)=O)n1 | 0% | 1% | -7% | -1 | 2% | -1% | 5% | 0.5% | 4% | 4% | 1%
Cc1cccc(N(C(=O)CCC(=O)Nc2cc(C)on2)C(C(=O)NC2CCCC2)c2ccccc2)c1 (stereo not given) | -10% | -9% | -3% | u | 2% | 4% | -4% | 0.4% | 20% | -20% | -4%
CCOc1ccc(NC(=O)Cc2ccc(S(=O)(=O)N3CCOCC3)s2)cc1OCC | -13% | -7% | x | 0 | 4% | 1% | -5% | 0.0% | 4% | -11% | 1%
Cc1nn(CC(=O)NCc2ccccn2)c(C)c1[N+](=O)[O-] | 3% | 0% | -6% | 1 | 5% | 0% | -4% | -1.0% | 0% | 10% | -2%
CC(=O)C1=C(O)C(=O)N(c2cccc(C(=O)O)c2)C1c1ccc(F)cc1 (stereo not given) | 0% | 8% | 1% | -9 | u | 9% | 3% | 0.3% | 12% | -1% | 1%
O=C1NCCN(C(=O)CCc2nnc(-c3ccsc3)o2)C1c1ccc(F)cc1 (stereo not given) | 7% | 3% | -6% | 1 | 3% | 1% | 19% | -0.5% | 5% | 0% | 4%
Cc1cc(C)n(CCCNC(=O)c2cc(COc3ccc(C)c(C)c3)on2)n1 | 6% | 0% | -2% | 2 | -17% | -1% | -10% | 0.0% | 1% | -9% | x
CC(C)N1CCN(Cc2ccc(C#CC(C)(C)O)cc2)CC1CCO (stereo not given) | 4% | -2% | -3% | 0 | 3% | 2% | 6% | -0.1% | 18% | 3% | -1%
Cc1c(C(=O)OCC(=O)N(C)Cc2ccc(Cl)cc2)oc2ccccc12 | -8% | -2% | -1% | 1 | -10% | -7% | 20% | 0.0% | 2% | -5% | -12%
COC(=O)c1c(NC(=O)CC2SC(N)=NC2=O)sc2c1CCC(C(C)(C)C)C2 (stereo not given) | -32% | x | -2% | u | x | -15% | -24% | -0.7% | 1% | -73%[inhibitor] | -11%
CC(=O)Nc1ccc(NC(=S)NC(=O)/C=C/c2ccco2)cc1 | -4% | -2% | 0% | 0 | x | 0% | -2% | -0.6% | 1% | -26% | -6%
COc1ccc(CCNC(=O)C(=O)NCC2CCCN2S(=O)(=O)c2ccc(OC)cc2)cc1 (stereo not given) | -9% | -28% | 3% | -4 | -7% | -2% | 12% | 0.5% | -4% | -15% | -5%
Cc1cc(NC(=O)CSc2nc3cc(Cl)ccc3c(=O)n2Cc2ccco2)no1 | -17% | u | -1% | -8 | -4% | -1% | -19% | 0.2% | -2% | -22% | 0%
O=C(CSc1nc2ccccc2[nH]1)c1c[nH]c2ccccc12 | 0% | 7% | -10% | 2 | -1% | 1% | 40% | -0.3% | -1% | 30% | 4%
Nc1c(N(CCO)C(=O)C2CCCCC2)c(=O)[nH]c(=O)n1Cc1ccccc1 | -23% | 0% | -5% | 4 | -1% | 4% | 0% | 0.2% | 3% | -10% | 40%
O=C(NCc1ccc2c(c1)OCO2)Nc1ccc(Cl)cc1 | -8% | u | -1% | 30 | -21% | 0% | -20% | 0.2% | -16% | 11µM* | 9%
COC(=O)c1sccc1NC(=O)Cc1ccc(OC)c(OC)c1 | -15% | 0% | -3% | 22 | 2% | -3% | 23% | 7.4% | 8% | -8% | 1%
